Assay outcomes deposited in PubChem by National Center for Advancing Translational Sciences (NCATS).
uPA generation – qHTS for Inhibitors of Cell Surface uPA Generation; Potency, µM (highest dose often 38.3 µM), for the others: at the highest dose activity change, negative = inhibition, most hits filed as inhibitors; AID 540303, 2011; cell surface uPA generation assay, qHTS; hit rate 0.31% among 330,000; active = well fitted inhibition curve with a large enough effect; inconclusive = small, poorly fitted or top-dose-only effect; inactive = no such curve, though single readings can be large or run the other way; tested in mouse RAW 264.7 cells; note: potency is the fitted concentration of half-maximal effect; % is set by controls: 0 for no effect and ±100 for the full control effect; nearly all actives have a fitted effect of over 55% in size
TRPV1 ag – HTS Assay for Compounds that Act as Agonists of the Vanilloid Receptor 1. Transient receptor potential cation channel subfamily V member 1 (Homo sapiens), Q8NER1. TRPV1-expressing cells, Fluo-8 calcium influx, agonist mode. activation, % at 8.33 µM. hit rate 0.19% among 320,000. AID 540275, 2011; in the data active = activation above about 80%; inconclusive = between about 30% and that limit; note: 0% is about no effect
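Fluo-8 calcium influx in TRPV1-expressing cells, kinetic read (ex 480/em 520 nm). Compound added and read 3 min for agonist activity, followed by capsaicin at EC20 final and 2 min further read for enhancement.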
p53 reactivation – qHTS assay for re-activators of p53 using a Luc reporter; hit rate 0.063% among 320,000; Potency, µM (doses to about 92.2 µM), inactives show top-dose activity change, positive = activation, most hits filed as activators; AID 504706, 2011; H1299 p53-A138V BP100-luciferase reporter, luminescence, 24 h; note: potency is the fitted concentration of half-maximal effect; % of control where 0% means no effect; nearly all actives have a fitted effect of over 45% in size
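H1299 (p53-null), stable ts p53-A138V + BP100-Luc; 1000 cells/well, Opti-MEM/10% FBS; cpd 4 pt, 1:5; 24 h, 37 deg C, 5% CO2; detection reagent 10 min RT; luminescence.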
B2AR arrestin – qHTS assay of beta-arrestin-biased ligands of beta2-adrenergic receptor. hit rate 0.02% among 330,000. Beta-2 adrenergic receptor (Homo sapiens), P07550. beta-arrestin recruitment to beta2AR, cell-based reporter. Potency, µM (series often up to 46.1 µM), without a hit: at the highest dose activation, hits mostly activators. AID 492947, 2010;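 note: potency is the fitted concentration of half-maximal effect; 0% = DMSO controls and full agonism = EC100 isoproterenol or metaproterenol; nearly all actives have a fitted effect of over 65% in size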
Target sequence (P07550 whole entry, looked up): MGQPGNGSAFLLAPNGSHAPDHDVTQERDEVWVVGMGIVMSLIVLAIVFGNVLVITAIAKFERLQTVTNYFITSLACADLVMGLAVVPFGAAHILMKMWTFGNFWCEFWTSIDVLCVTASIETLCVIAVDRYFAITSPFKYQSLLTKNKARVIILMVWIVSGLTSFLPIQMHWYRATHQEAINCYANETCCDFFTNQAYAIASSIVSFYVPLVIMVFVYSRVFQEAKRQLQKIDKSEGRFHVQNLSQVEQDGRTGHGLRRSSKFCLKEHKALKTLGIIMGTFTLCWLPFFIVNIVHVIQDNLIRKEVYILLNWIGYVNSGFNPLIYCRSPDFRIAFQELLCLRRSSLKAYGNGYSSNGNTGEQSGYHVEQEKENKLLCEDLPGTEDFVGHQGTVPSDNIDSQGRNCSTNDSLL
Eya2 phos inh – qHTS Assay for Inhibitors of the Phosphatase Activity of Eya2; Protein phosphatase EYA2 (Homo sapiens), O00167; recombinant Eya2, OMFP fluorescence dephosphorylation (OMFP is methylfluorescein phosphate); Potency, µM (highest dose often 76.9 µM), inactives show at the top dose activity, negative = inhibition, actives largely listed as inhibitors; hit rate 0.006% among 330,000; AID 488837, 2010; note: potency is the fitted concentration of half-maximal effect; % is set by controls: 0 for no effect and ±100 for the full control effect
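Eya2 (0.2 uM) preincubated 10 min at ambient with compound, then OMFP substrate added at 50 uM; 10 min reaction in 50 mM HEPES pH 7.5, 50 mM NaCl, 5 uM MgCl2, 0.05% BSA, 1 mM DTT. Fluorescence read at Ex 485/Em 525 nm.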
ELG1 genotox – qHTS screen for small molecules that induce genotoxicity in human embryonic kidney (HEK293T) cells expressing luciferase-tagged ELG1; HEK293T ELG1-luciferase reporter, luminescence, 16 h; Potency, µM (top dose mostly 46 µM), inactives show top-dose activity change, positive = activation, usual class: activators; hit rate 1.3% among 330,000; note: potency is the fitted concentration of half-maximal effect; % of control where 0% means no effect; nearly all actives have a fitted effect of over 60% in size
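Cells (2,000/well) expressing the ELG1-luciferase fusion are dosed by pin tool and kept 16 hr at 37 °C, 5% CO2. Signal comes from ONE-Glo luciferase reagent after 30 min at room temperature.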
TSG101-PTAP inh – qHTS Assay for Iinhibitors of HIV-1 Budding by Blocking the Interaction of PTAP/TSG101. Potency, µM (top dose mostly 115 µM), for inactives: top-dose activity change, negative = inhibition, hits mostly inhibitors. 340,000 tested, under 10 active. Fluorescence polarization, FITC-PTAP peptide / Tsg101 binding; active = well fitted inhibition curve with a large enough effect in the main read-out, with a control signal flat, not every such curve was filed as active; inconclusive = small, poorly fitted or top-dose-only effect, or effect the other way, or a change in a side signal; inactive = no such curve, though single readings can be large or run the other way; note: potency is the fitted concentration of half-maximal effect; % of control where 0% means no effect
Target sequence (Q99816 whole entry, looked up): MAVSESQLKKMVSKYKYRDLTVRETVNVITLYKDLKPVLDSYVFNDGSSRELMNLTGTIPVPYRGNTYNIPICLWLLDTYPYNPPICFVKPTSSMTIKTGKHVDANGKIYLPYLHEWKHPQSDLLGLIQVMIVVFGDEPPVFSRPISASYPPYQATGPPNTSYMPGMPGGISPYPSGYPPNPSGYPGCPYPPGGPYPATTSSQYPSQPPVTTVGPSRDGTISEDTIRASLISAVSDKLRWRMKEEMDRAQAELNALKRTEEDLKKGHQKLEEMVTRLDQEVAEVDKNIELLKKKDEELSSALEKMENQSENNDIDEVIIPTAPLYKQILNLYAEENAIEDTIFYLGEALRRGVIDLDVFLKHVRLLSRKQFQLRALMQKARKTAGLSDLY
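Fluorescence anisotropy tracks displacement of a FITC-tagged PTAP peptide (50 nM) from the Tsg101 binding domain (10 uM), following a 20 min room-temperature incubation at pH 7.5.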
Integrin act MD – qHTS for Activators of Integrin-Mediated Alleviation for Muscular Dystrophy; alpha7betagal myoblasts, beta-gal FDG fluorescence, 48 h; Potency, µM (doses to about 38.3 µM), for inactives: at the top dose activation, usual class: activators; hit rate 0.064% among 350,000;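 note: potency is the fitted concentration of half-maximal effect; 100% = response of the positive control SU9516; nearly all actives have a fitted effect of over 60% in size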
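Alpha7betagal+/- myoblasts (passage 13) were plated 16-24 hr, then exposed to compounds (1:260 dilution of DMSO stock) for 48 hours at 37C. After MPER lysis, β-galactosidase reporter activity was read as FDG fluorescence (ex 480/em 540) after 30 minutes.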
ASM inhibitor – Inhibitors of Secretory Acid Sphingomyelinase (S-ASM): qHTS. AID 504937, 2011. Potency, µM (series often up to 57.5 µM), for inactives: at the top dose activity change, negative = inhibition, hits mostly inhibitors. placental ASM, HMU-PC fluorogenic substrate, 60 min. hit rate 0.006% among 340,000; note: potency is the fitted concentration of half-maximal effect
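Human placenta-derived ASM enzyme was preincubated with compound for 10 minutes at room temperature, then given fluorogenic substrate HMU-PC0 (9 uM final) for 60 minutes at 37 °C; a pH 10 stop preceded fluorescence reading at Ex 386/Em 447 nm.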
BRCA1 expr act – qHTS Assay to Identify Small Molecule Activators of BRCA1 Expression; AID 624202, 2012; hit rate 1.1% among 380,000; MCF7-BRCA1-FFLuc reporter, luminescence, 48 h; response scale: scaled: vehicle 0%, 10 µM genistein 100%; Potency, µM (top dose mostly 46.1 µM), inactives show top-dose activation, most hits filed as activators; note: potency is the fitted concentration of half-maximal effect; nearly all actives have a fitted effect of over 80% in size; some results filed as inactive show a strong effect at the top dose
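Compounds are tested at multiple concentrations on MCF7 BRCA1-luciferase reporter cells seeded at 2000 per well; after 48 h, a single luminescence end-point is taken and curves fitted to the normalized data.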
USP2a block – qHTS Assay for Inhibitors of Ubiquitin-specific Protease USP2a Using CHOP2 as the Reporter | Ubiquitin carboxyl-terminal hydrolase 2 (Homo sapiens), O75604 | USP2 core, Ub-CHOP2 coupled fluorogenic reporter, 485/531 | Potency, µM (titrated, usually from 38.3 µM), inactives show at the highest dose activity change, negative = inhibition, hits mostly inhibitors | hit rate 0.01% among 330,000;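 note: potency is the fitted concentration of half-maximal effect; plate controls were DMSO wells for no effect and full inhibition by NEM control for full effect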
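USP2 core (10nM final) preincubated 30min RT with compound in 20mM Tris-HCl pH 8.0, 2mM CaCl2, 2mM beta-mercaptoethanol, 0.05% CHAPS; 25nM Ub-CHOP2 plus 25nM reporter substrate added, fluorescence (Ex485/Em531) read after 60min.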
Starred values were filed as active, the others as inactive; ? = inconclusive; . = no result given; [ ] = another dose, or the depositor's remark. Unless noted, calls come from the whole dose curve; as a rule, active = well fitted curve in the direction sought with a large enough effect; inconclusive = small, poorly fitted or top-dose-only effect, or another doubt; inactive = no such curve, though single readings can be large; an effect the other way counts as inactive or inconclusive.

SMILES | uPA generation | TRPV1 ag | p53 reactivation | B2AR arrestin | Eya2 phos inh | ELG1 genotox | TSG101-PTAP inh | Integrin act MD | ASM inhibitor | BRCA1 expr act | USP2a block
CC(=O)n1nc(-c2ccccc2)cc1-c1ccccc1 | -2% | . | . | . | . | . | -4% | 7% | -12% | 26% | .
Cc1cc2c(=O)n(C)c(SCC(=O)Nc3cccc(F)c3)nc2s1 | 3% | 9 | 0% | -0.9% | -2% | -8% | -10% | -10% | -7% | -22% | 0%
C/C(=C\C(=O)c1ccc(Br)cc1)NCc1ccc(C)cc1 | -1% | -1 | 5% | 0.0% | 3% | 1% | -1% | -11% | -11% | -1% | -3%
COCc1c(C(=O)N2CCN(Cc3nc4ccccc4s3)CC2)oc2ccccc12 | -8% | 17 | ? | -0.1% | -10% | 1% | -1% | 14% | -2% | -26% | -3%
CC1=C(C(=O)OCC(C)C)C23C(=O)c4ccccc4C2(O1)OC(N)=C3C#N (stereo unspecified) | 2% | 21 | -2% | -0.6% | -6% | 6% | -1% | 10% | -3% | 0% | 2%
Cc1ccnc(NC(=O)CCCOc2ccccc2)c1 | 4% | 8 | 1% | -0.1% | 10% | 10% | 2% | -4% | 3% | 1% | 2%
CC(=O)NC12CC3CC(C1)CC(C(=O)OCC(=O)Nc1ncc(Cl)c(C)c1Cl)(C3)C2 | -2% | ? | -5% | 0.6% | -4% | -1% | -12% | -10% | -3% | 1% | -1%
COc1ccc(NC(=O)Cn2nnc(-c3ccccc3NC(=O)C3CC3)n2)cc1 | 13% | 0 | -1% | -0.8% | 17% | -2% | -8% | 5% | -10% | -14% | 4%
COc1ccc(S(=O)(=O)Nc2ccc3c(c2)C(=O)N([C@H](C)CO)C[C@H](C)[C@@H](CN(C)C(=O)Nc2ccc4c(c2)OCO4)O3)cc1 | 7% | . | 0% | 2.1% | -4% | -2% | 0% | -5% | 4% | 8% | 1%
Cc1cccc(NC(=O)Cn2cnc3c(oc4ccccc43)c2=O)c1C | 1% | 0 | 2% | -1.1% | -21% | ? | 0% | -21% | 0% | -24% | -7%
Cc1cc(C)c(C#N)c(SCC(=O)NC2CC2)n1 | -6% | -3 | -3% | -0.1% | 10% | 1% | -3% | 22%[7.66 µM] | 7% | -14% | 2%
CC1C/C(=N/Nc2ccc([N+](=O)[O-])cc2[N+](=O)[O-])CC(C)(C)C1 (stereo unspecified) | -1% | 2 | -5% | 0.1% | -4% | 1% | -1% | 0% | -16% | -57% | -1%

The last four compounds of the part above open the next one:
SMILES | uPA generation | TRPV1 ag | p53 reactivation | B2AR arrestin | Eya2 phos inh | ELG1 genotox | TSG101-PTAP inh | Integrin act MD | ASM inhibitor | BRCA1 expr act | USP2a block
COc1ccc(S(=O)(=O)Nc2ccc3c(c2)C(=O)N([C@H](C)CO)C[C@H](C)[C@@H](CN(C)C(=O)Nc2ccc4c(c2)OCO4)O3)cc1 | 7% | . | 0% | 2.1% | -4% | -2% | 0% | -5% | 4% | 8% | 1%
Cc1cccc(NC(=O)Cn2cnc3c(oc4ccccc43)c2=O)c1C | 1% | 0 | 2% | -1.1% | -21% | ? | 0% | -21% | 0% | -24% | -7%
Cc1cc(C)c(C#N)c(SCC(=O)NC2CC2)n1 | -6% | -3 | -3% | -0.1% | 10% | 1% | -3% | 22%[7.66 µM] | 7% | -14% | 2%
CC1C/C(=N/Nc2ccc([N+](=O)[O-])cc2[N+](=O)[O-])CC(C)(C)C1 (stereo unspecified) | -1% | 2 | -5% | 0.1% | -4% | 1% | -1% | 0% | -16% | -57% | -1%
O=C(Nc1nc(-c2ccco2)c(-c2ccco2)s1)c1c(F)cccc1Cl | 0% | 2 | 3% | -0.1% | -9% | 0% | -4% | -8% | 2% | -18% | 2%
CC(C)c1onc(C(=O)Nc2cccc(O)c2)c1[N+](=O)[O-] | -2% | ? | ? | 0.2% | -1% | 1% | -4% | 1% | 1% | 0% | 0%
CCc1cc(CNC(=O)CC2C(=O)NCCN2Cc2cccc(OC)c2)on1 (stereo unspecified) | 0% | -2 | -1% | -0.6% | 11% | 4% | -10% | 19% | -1% | 1% | 1%
CCc1ccc(/C=C2\SC(=S)N(CCCC(=O)Nc3ccc(C(=O)O)cc3)C2=O)cc1 | -1% | 9 | -5% | -0.5% | -4% | 7% | 1% | 16% | -9% | -92% | 0%
CCN=C1S/C(=C\c2cn(CC(=O)NCc3ccco3)c3ccccc23)C(=O)N1CC | -7% | ? | -2% | 0.4% | 3% | ? | 8% | 2% | 37%[activator] | -42% | 0%
O=C(NCCOc1ccccc1)c1cc(S(=O)(=O)N2CCOCC2)ccc1F | 4% | 13 | 4% | -1.4% | -14% | -1% | 2% | 31% | 5% | 3% | -2%
COc1cc(-c2noc(C3CCCN(S(=O)(=O)c4cccc(Cl)c4)C3)n2)cc(OC)c1OC (stereo unspecified) | . | 1 | 2% | 0.3% | 5% | -16% | -5% | -30% | -1% | -60% | 5%
Cc1ccc2c(c1)N1C(=O)c3ccccc3C1C1=C(CC(C)(C)CC1=O)N2 (stereo unspecified) | 1% | 12 | 10% | -0.7% | 2% | 3% | -3% | 8% | 1% | -3% | 1%
CCOC(=O)C1C(c2ccccc2O)NC(=O)NC1(O)C(F)(F)F (stereo unspecified) | 4% | 1 | 3% | -0.2% | -12% | 0% | -2% | 22% | 2% | 0% | -1%
O=C(CSc1ccc([N+](=O)[O-])cn1)Nc1ccc(N2CCOCC2)cc1 | -1% | 3 | 0% | 0.0% | 14% | -1% | -1% | -2% | -2% | 1% | 1%
CCN1C(=O)[C@H]2[C@@H](c3ccc(-c4ccc(C(C)=O)cc4)cc3)N[C@@](Cc3ccccc3)(C(=O)OC)[C@H]2C1=O | -5% | -1 | 5% | -0.7% | -12% | -2% | 0% | 17% | -6% | -26% | -1%
CSc1ccc(-c2sc(Nc3ccccc3)n[n+]2-c2ccccc2)cc1 | -9% | 2 | 9% | -0.6% | 3% | 1% | 0% | -29% | -16% | -19% | 1%
O=C(O)c1cccc(C(=O)Cc2ccccc2)c1 | 13% | 0 | 5% | -0.4% | 1% | 9% | 1% | -10% | 1% | -6% | 1%
Cc1c(/C=N/NC(=O)c2ccc3c(c2)OCO3)cnn1C | -4% | 0 | ? | 0.1% | 1% | 3% | -6% | 9% | -2% | 24% | 3%
COc1ccc(C(=O)Nc2ccnn2C2CCN(C3CCC3)CC2)cc1 | -17% | 0 | 2% | 0.5% | 4% | 3% | -1% | -14% | 4% | -18% | 5%
O=C(NCc1ccccn1)C(=O)Nc1cc2c3c(c1)CC(=O)N3CCC2 | -10% | 4 | 0% | 0.3% | -4% | 5% | 1% | -11% | 2% | -11% | 0%
CC1CCCN(C(=S)Nc2ccc(F)cc2)C1 (stereo unspecified) | -1% | -2 | -8% | 0.3% | 4% | -5% | -2% | 5% | 1% | -4% | 9%
CNCCCOc1ccc(C(C)(C)c2ccccc2)cc1 | . | 1 | 21% | -0.1% | 16% | 0% | . | . | . | . | -3%
CCCCCc1ccc(S(=O)(=O)Nc2cc(C)ccn2)cc1 | -1% | 9 | -1% | -0.7% | -1% | -5% | 0% | -27% | -1% | -14% | 2%
O=C1NC(Cc2ccccc2)c2nc3ccc(Br)cc3c(=O)n2-c2cc(Cl)ccc21 (stereo unspecified) | . | . | 0% | -0.8% | 8% | -1% | . | . | . | . | 3%
CN(CC(=O)Nc1ccc(Cl)cc1)C(=O)c1ccc(NS(=O)(=O)c2ccc3[nH]c(=O)[nH]c3c2)cc1 | 0% | 1 | -4% | 0.0% | 10% | -1% | -3% | 16% | -10% | 12% | 3%
